STAT1 act: STAT1 signaling activators, primary screen, cell-based, HTS, luciferase reporter; NIH 3T3 STAT1-luciferase reporter, IFN-gamma, luminescence; 100% = IFN-gamma alone, no compound; activation (% of control), % at 5.5 µM; 2.6% of 200,000 active;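 active means activation above the screen-wide mean activation plus 3 SD, cut at about 130% in these data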;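 further: raw ratio to IFN-gamma control signal so 100% means no change and 0% no light; values of inactives mirror those of a sister screen read the other way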
APP transl inh: inhibitors of APP translation via 5'UTR reporter, primary screen, APP 5'UTR luciferase, SH-SY5Y cells; SH-SY5Y APP 5'UTR-luciferase reporter, luminescence; inhibition, % at 2 µM; 0.82% of 190,000 active;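 active means inhibition above a set limit, derived from the sample mean plus 3 SD, cut at about 45% in these data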; further: values of inactives mirror those of a sister screen read the other way
Hsp70 activator: Hsp70 transcriptional activators, primary screen, cell-based, HeLa, Hsp70 promoter luciferase, luminescence, 10 µM; HeLa Hsp70 promoter luciferase reporter; scaled: vehicle 0, proteasome-inhibitor control 100%; activation, % at 10 µM; 0.04% of 200,000 active;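 active means activation above the mean across all tested compounds plus 3 SD, cutoff set per campaign, cut at about 5.5% in these data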;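 further: 100% = MG132 at 30 µM as the positive control and 0% = DMSO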
FLuc inh counter: firefly luciferase enzyme inhibitors, primary screen, artefact control for luciferase-based inhibitor screens, biochemical, luminescence, ATPLite. inhibition, % at 10 µM. Luciferin 4-monooxygenase (Photinus pyralis), P08659. 1.5% of 200,000 active. 10 min;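 active means inhibition above about 50% when tested at 10 µM, limit read from the data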
Target sequence (P08659 whole entry, looked up): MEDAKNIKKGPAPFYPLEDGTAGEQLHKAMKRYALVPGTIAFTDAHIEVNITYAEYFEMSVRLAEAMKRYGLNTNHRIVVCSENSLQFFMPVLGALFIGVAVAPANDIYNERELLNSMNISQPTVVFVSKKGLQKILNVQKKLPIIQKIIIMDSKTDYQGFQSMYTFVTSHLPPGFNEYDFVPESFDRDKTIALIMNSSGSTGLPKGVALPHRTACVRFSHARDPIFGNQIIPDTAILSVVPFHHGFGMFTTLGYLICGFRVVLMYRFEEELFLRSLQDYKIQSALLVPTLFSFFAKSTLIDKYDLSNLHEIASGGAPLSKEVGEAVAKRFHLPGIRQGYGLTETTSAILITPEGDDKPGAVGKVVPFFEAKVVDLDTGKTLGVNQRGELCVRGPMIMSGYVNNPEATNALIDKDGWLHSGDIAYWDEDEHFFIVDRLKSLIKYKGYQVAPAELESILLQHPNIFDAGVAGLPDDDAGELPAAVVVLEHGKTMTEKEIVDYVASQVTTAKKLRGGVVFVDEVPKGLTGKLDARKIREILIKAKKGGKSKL
FLuc stim CS: FLuc activators, initial screening, artefact control for FLuc-dependent activation tests, biochemical, ATPlite luminescence; ATPlite luciferase biochemical, 10 min; 0 = ATP-free wells, 1 = DMSO control; activation factor at 10 µM; 200,000 tested, under 10 active; AID 1027, 2008;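 active means luciferase activation factor, scaled between plate controls, of at least 2 with compound at 10 µM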
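test system = cell-free luciferase reagent | medium = PBS as buffer for the ATP substrate | dosing = test compounds dosed from 2 mM stocks in 100% DMSO | incubation = 10 min at ambient temperature | detection = luminescence measurement of luciferase light output | benchmarks = low control with PBS replacing ATP, high control enzyme plus ATP without compound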
Efa HMGR inh: inhibitors of E. faecalis class II HMGR, primary screen, biochemical, Enterococcus faecalis. purified E. faecalis HMGR, NADPH absorbance 340 nm kinetic. inhibition, % at 10 µM. 0.41% of 190,000 active. HMG-CoA reductase (Enterococcus faecalis, mvaE);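 active means inhibition above a set limit, the median over all tested compounds plus 3 SD, cut at about 9.5% in these data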;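 further: enzyme runs in reverse so mevalonate oxidation gives rising NADPH absorbance; 0% = complete reaction with DMSO and 100% = background rate lacking mevalonate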
G6PDH CS: L. mesenteroides G6PDH inhibitors, counter-screen for G6PDH-coupled screening assays, biochemical, Leuconostoc mesenteroides enzyme; 0.12% of 200,000 active; Purified L. mesenteroides G6PDH, diaphorase/resazurin coupled fluorescence, 45 min; inhibition, % at 5 µM; glucose-6-phosphate dehydrogenase [Leuconostoc mesenteroides]; in the data active means inhibition above about 50%
Redox H2O2 prof: compounds producing H2O2 with reducing agent – biochemical, NIH compound library profiling, artefact control for MLSCN library redox annotation, primary screen | DTT-dependent redox cycling H2O2, phenol red/HRP absorbance; 100% = 100 µM peroxide control, 0% = buffer | activation, % at 10 µM | 0.03% of 200,000 active | AID 878, 2007;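 active means activation of at least 50% relative to the plate's high and low controls in the primary single-dose screen; inactive means activation below 50%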;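 further: compound incubated with DTT at 0.8 mM final as the reducing agent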
NF-kB neuron act: activators of NF-kB expression in neurons, primary screen, cell-based, HTS; fold change at 12.5 µM; 1.6% of 190,000 active; human neuronal cells, NF-kB reporter expression; stronger effect = higher value; AID 1239, 2008; in the data active means fold change above about 3.3
APP 5'UTR act: activators of APP 5'UTR luciferase reporter, primary screen, SH-SY5Y cells. 1% of 190,000 active. activation, % at 2 µM. SH-SY5Y APP 5'UTR luciferase reporter, luminescence; zero percent = DMSO vehicle wells. AID 1276, 2008;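 active means activation above a set limit, based on mean plus 3 SD of controls, cut at about 140% in these data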; further: values of inactives mirror those of a sister screen read the other way
An asterisk follows results filed as active.

SMILES	STAT1 act	APP transl inh	Hsp70 activator	FLuc inh counter	FLuc stim CS	Efa HMGR inh	G6PDH CS	Redox H2O2 prof	NF-kB neuron act	APP 5'UTR act
O=C(/C(=C/c1ccccc1)c1ccccc1)N1CCCCC1	105	-7	-0.3	-4	1	-2	5	0.0	1	7
COc1ccc2nc(SCC(=O)N3CCNC3=O)[nH]c2c1	128	-42	0.2	11	0.9	-5	2	0.2	2.3	42
O=C1/C(=C/c2ccc(Cl)cc2)NC(=S)N1Cc1cccnc1	91	21	-0.2	-2	1	-6	-2	-0.7	0.93	-21
O=C(CSc1nnc(-c2cccnc2)n1Cc1ccco1)NCc1ccc2c(c1)OCO2	99	-15	-0.6	-6	1.1	-3	3	3.3	0.94	15
O=C(Cn1nnc2ccccc21)OCC(=O)c1ccc(Cl)c(Cl)c1	103	5	0.3	0	1	-3	14	1.1	1.2	-5
CC(C)NC(=O)COC(=O)c1cc(Br)ccc1Cl	96	-9	-0.5	-2	1	0	8	-0.3	1.2	9
CSCCC(NS(=O)(=O)c1ccc2c(c1)oc(=O)n2C)C(=O)NC1CCCc2ccccc21 (centres undefined)	91	-5	-0.3	-9	1.1	-9	2	-0.8	0.89	5
O=c1[nH]nc(Cc2ccc(Cl)cc2)c2ccccc12	101	-4	-0.3	-1	1	3	4	-0.2	1.5	5
Cc1ccc(OCCSc2cc(C)nc(N)n2)cc1	114	-26	0.0	-1	1	-3	-1	-0.1	1.2	56
CCCCCC(=O)Nc1nnn(CCC)n1	102	-1	-0.1	3	1	-6	4	1.9	1.2	1
Cc1ccc2[nH]c3c(c2c1)CN(C)CC3	100	1	0.1	-3	1	1	2	0.3	1.4	-1
COc1ccc2c3c(cccc13)N(C)N=C2C	100	-6	0.0	-2	1	-3	17	-1.3	1.2	6
O=C(Nc1ccccc1Cl)c1ccccc1	118	-32	-0.1	2	1	0	4	-0.2	1.8	32
Cc1cc(NC(=O)C2C3C=CC(C3)C2C(=O)O)no1 (centres undefined)	101	14	0.0	-8	1.1	-6	14	0.1	1	-14
COc1ccc(-n2ncc3c(NCCCn4ccnc4)ncnc32)cc1	121	-51	0.1	2	1	-10	1	-0.7	1.5	51
CCN(CC)c1ccc(-c2c(C#N)c(N)nc(OC)c2C#N)cc1	101	8	-0.2	-9	1.1	1	0	2.5	0.98	-8
Cc1ccc(OCC(=O)Nc2cc(S(=O)(=O)N3CCCCC3)ccc2C)c([N+](=O)[O-])n1	95	-3	-0.4	-5	1.1	-1	0	0.1	0.88	3
N#Cc1nc(COc2ccc(Cl)cc2)oc1N1CCCC1	94	-12	0.7	-1	1	5	4	-0.2	0.84	11
O=C(NC1CCCCC1)c1cc2nc3c(c(C(F)(F)F)n2n1)CCCC3	130*	-50	-0.2	10	0.9	-4	22	1.1	2.4	50
O=C(CCn1c(=O)sc2ccccc21)NCCCn1ccnc1	96	-7	-0.2	-7	1.1	-2	-1	2.6	1.6	7
O=C1C2CC=CCC2C(=O)N1c1ccc(NCCc2ccc(Cl)cc2)c([N+](=O)[O-])c1 (centres undefined)	103	2	-0.1	-2	1	-2	1	0.0	0.9	-2
COc1ccccc1OCC(=O)Nc1ccc(S(=O)(=O)N2CCN(C)CC2)cc1	93	-20	-0.4	-5	1	-7	8	-0.2	1.1	20
CCOC(=O)c1cccc(NC(=O)C2CCCO2)c1 (centres undefined)	95	-1	-0.3	-3	1	-8	0	-0.5	1.4	1
Oc1ccc(Cl)cc1C=Nc1ccc2c3c(cccc13)CC2	92	1	-0.3	0	1	-6	34	0.2	0.87	-1
CSc1nc(Cl)c(Cc2ccc(OCC(C)C)cc2)c(N2CCOCC2)n1	103	-2	-0.5	-9	1.1	-4	-8	0.8	0.81	2
c1ccc2c(c1)nc(NC1CCCCC1)c1nncn12	113	8	-0.2	0	1	-8	-6	0.0	0.68	-8
CCOc1cc(/C=C2/NC(=O)N(CC(=O)Nc3cccc(C)c3)C2=O)ccc1O	100	15	-0.1	-11	1.1	-3	3	1.3	1.3	-15
O=C(Nc1ccccc1C(=O)N1CCCC1)C1CCN(c2ncccn2)CC1	99	-24	-0.5	-7	1.1	-6	20	-0.5	1.2	24
COc1ccc(OC)c(NC(=O)c2ccccc2NS(=O)(=O)c2cccc3cccnc23)c1	97	23	-0.2	-4	1	-2	9	2.0	1.4	-23
CC(C)(C)NC(=O)C(c1ccncc1)N(C(=O)Cn1nnc(-c2ccc(F)cc2)n1)c1cccc(F)c1 (centres undefined)	100	2	0.3	-7	1.1	0	20	-0.9	0.89	-1
O=C1N(c2ccc(Cl)cc2)C(c2ccccc2)N2CCCN12 (centres undefined)	102	4	-0.4	-6	1.1	0	12	0.2	1.1	-4
O=C(O)c1cn(-c2ccccc2)nc1-c1ccncc1	101	-4	-0.1	-4	1	-8	-2	1.0	1.3	4
COCCSc1ccccc1C(=O)NCc1ccc(S(N)(=O)=O)cc1	107	12	-0.2	-2	1	-4	-2	0.1	0.9	-12
CC(=O)Nc1ccc2c(c1)n(C)c(=O)n2C	96	0	-0.2	-8	1.1	-2	-7	0.1	1.8	0
COc1ccccc1OCCCCOc1ccccc1C(C)=O	93	6	-0.4	-3	1	-1	8	0.1	0.92	-6
CC(=O)N1CCN(C(=O)Nc2cccc(C(F)(F)F)c2)CC1	102	2	-0.2	-4	1	-9	4	0.8	1	-1
O=C(CSc1nn(-c2ccccc2)c(=S)s1)NC1CCS(=O)(=O)C1 (centres undefined)	94	25	-0.1	-14	1.1	-3	-3	-0.5	0.98	-25
CCC(=O)Nc1ccc(N2CCN(S(C)(=O)=O)CC2)cc1	100	2	-0.1	-4	1	-6	7	-0.3	1	-2
O=C(CSc1ccc(-c2ccc(F)cc2)nn1)NCc1ccco1	102	0	-0.3	-9	1.1	-1	5	0.9	1.2	0
Cc1noc(C)c1COC(=O)Cc1ccc(Cl)c(Cl)c1	104	1	0.5	1	1	-5	3	0.0	1.3	-1
Cc1ccc(-n2nnc(-c3nccn3C)n2)cc1	73	-97	-0.5	88*	0.1	-1	0	-0.8	4.2*	97
O=C(COC(=O)c1c2c(nc3ccccc13)/C(=C/c1cccc([N+](=O)[O-])c1)CCC2)NC1CCS(=O)(=O)C1 (centres undefined)	101	6	-0.4	-6	1.1	-1	-18	0.5	1	-6
O=C1C2C3CCC(C3)C2C(=O)N1Cc1ccco1 (centres undefined)	108	-2	-0.4	-3	1	-2	8	0.0	1	2
CC(C)N1CC(O)=C(c2nc3ccccc3[nH]2)C1=N	114	-11	0.2	10	0.9	-4	11	-3.9	1.7	11
Cc1ccc(C)c(NC(=O)CSc2nc3ccc(N4C(=O)c5ccccc5C4=O)cc3s2)c1	95	5	-0.1	-2	1	-1	4	0.0	1.1	-5
COc1cnn(-c2ccccc2)c(=O)c1SCc1ccc(Cl)cc1Cl	102	-4	-0.3	-10	1.1	0	-3	-4.4	0.86	5
CC(=O)Oc1ccc(-c2cccc(C(=O)OCC(=O)Nc3ccccc3Oc3ccccc3)c2)cc1	105	-17	0.0	-6	1.1	-1	-13	2.2	0.99	17
CN1N=C(c2ccc(Cl)cc2)CC(c2ccc(Cl)cc2)C1=O (centres undefined)	97	-16	-0.1	-1	1	-4	2	-1.4	0.95	16

Reprinted at random: 5 entries already listed.
SMILES	STAT1 act	APP transl inh	Hsp70 activator	FLuc inh counter	FLuc stim CS	Efa HMGR inh	G6PDH CS	Redox H2O2 prof	NF-kB neuron act	APP 5'UTR act
Cc1ccc(-n2nnc(-c3nccn3C)n2)cc1	73	-97	-0.5	88*	0.1	-1	0	-0.8	4.2*	97
Cc1noc(C)c1COC(=O)Cc1ccc(Cl)c(Cl)c1	104	1	0.5	1	1	-5	3	0.0	1.3	-1
Cc1ccc(C)c(NC(=O)CSc2nc3ccc(N4C(=O)c5ccccc5C4=O)cc3s2)c1	95	5	-0.1	-2	1	-1	4	0.0	1.1	-5
CC(=O)Oc1ccc(-c2cccc(C(=O)OCC(=O)Nc3ccccc3Oc3ccccc3)c2)cc1	105	-17	0.0	-6	1.1	-1	-13	2.2	0.99	17
O=C(CSc1nn(-c2ccccc2)c(=S)s1)NC1CCS(=O)(=O)C1 (centres undefined)	94	25	-0.1	-14	1.1	-3	-3	-0.5	0.98	-25

Continuation.
SMILES	STAT1 act	APP transl inh	Hsp70 activator	FLuc inh counter	FLuc stim CS	Efa HMGR inh	G6PDH CS	Redox H2O2 prof	NF-kB neuron act	APP 5'UTR act
CC1CCCCN1C(=O)Nc1cccc(Cl)c1 (centres undefined)	110	10	-0.2	5	0.9	-1	11	0.0	1.3	-10
N#CC1=C(N)Oc2n[nH]c(-c3ccncc3)c2C1c1ccsc1 (centres undefined)	87	-10	0.0	-7	1.1	3	-12	0.8	0.77	10
Cc1nn(-c2ccccc2)c(Cl)c1/C=C1\SC(=S)N(C)C1=O	91	-18	-0.5	-5	1.1	3	4	1.6	1.1	18
CCN(CC)c1ccc(NC(=O)C2=CCN(S(=O)(=O)c3ccc(F)cc3)CC2)c(C)c1	101	-15	0.0	-5	1.1	0	16	0.6	0.8	15
O=C(O)CC(Cn1[nH]nnc1=S)c1ccccc1 (centres undefined)	101	0	-0.4	1	1	-5	3	0.2	1	0
CCOC(=O)c1cn(CC(=O)Nc2ccc(C(C)C)cc2)nn1	105	-4	0.0	-5	1	-2	0	-0.1	0.98	4
Cc1nnc(-c2cccc(C(F)(F)F)c2)nc1N1CCOCC1	116	5	-0.1	-4	1	-1	8	0.2	1.2	-5
Cc1ccccc1OCC(O)Cn1c(NCCN(C)C)nc2c1c(=O)n(C)c(=O)n2C (centres undefined)	100	-5	-0.1	-1	1	-12	0	-0.9	1	5
CCOCCCn1c(=S)[nH]c2cc(C(=O)NCCOC)ccc2c1=O	93	-8	-0.2	-2	1	-5	-1	3.3	0.97	8
Cc1ccc(CNC(=O)c2cn(C3CCCC3)c(=O)c3c2c2ccccc2n3C)o1	101	12	-0.1	1	1	-6	9	0.3	0.98	-12
CCOC(=O)C1(C)NC(c2cccs2)C2C(=O)N(c3ccccc3)C(=O)C21 (centres undefined)	98	-28	-0.1	-11	1.1	-1	0	-1.1	1.5	28
Cc1ccc(C)c(N2CCN(c3cnn(-c4nc5ccccc5s4)c(=O)c3Cl)CC2)c1	156*	-126	-0.1	23	0.8	-2	-30	1.1	1.6	126
COc1ccc(-c2[nH]ncc2CN2CCN(c3ccccn3)CC2)c(OC)c1	95	-19	-0.3	-8	1.1	-3	12	-0.4	0.83	19
CSc1nc2ncc(-c3ccsc3)c(N)n2n1	101	-25	0.1	4	1	-8	0	-0.3	1.5	25
CC(CN1CCN(C)CC1)OC(=O)c1ccc(F)cc1 (centres undefined)	120	6	0.8	0	1	-3	3	-0.7	1.2	-6
Cc1ccc2[nH]c3c(c2c1)CCCC3C(N)=O (centres undefined)	110	-16	-0.2	-8	1.1	3	-10	0.5	1.4	16

From PubChem
